# Bioassay records deposited in PubChem BioAssay by National Center for Advancing Translational Sciences (NCATS).
# HttQ103 aggreg: qHTS Multiplex Assay to Identify Dual Action Probes in a Cell Model of Huntington: Aggregate Formation (GFP); AID 1688, 2009; Potency, µM (titrated, usually from 46.1 µM), inactives show top-dose activity change, negative = inhibition, actives largely listed as inhibitors; 1.1% of 220,000 active; PC12 HttQ103-GFP aggregates, Acumen cytometry, 40 h; also: potency is read from the fitted curve at half-maximal effect; % is scaled to controls: 0 for no effect and ±100 for the full control effect; nearly all actives have a fitted effect of over 60% in size
#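 Aggregates are detected as GFP objects 1–25 µm with signal 6 STDEV over background in lysates of induced PC12 cells. These carry Huntingtin exon 1 with 103 glutamines fused to GFP under an ecdysone promoter; compounds titrated.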
# GAA inh: qHTS Assay for Inhibitors of Human alpha-Glucosidase as a Potential Chaperone Treatment of Pompe Disease; purified human GAA, 4-MU-alpha-glucoside fluorescence; AID 1466, 2008; 0.005% of 200,000 active; Lysosomal alpha-glucosidase (Homo sapiens), P10253; Potency, µM (highest dose often 76.9 µM), inactives show top-dose activity change, negative = inhibition, actives largely listed as inhibitors;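 also: potency is read from the fitted curve at half-maximal effect; plate controls were uninhibited enzyme wells for no effect and no-enzyme background for full effect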
#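 Enzyme (4 nM final) mixed with compound (up to 77 uM), then 4-MU-alpha-D-pyranoside (400 uM final) added; 20 min at room temperature, pH 5.0. Reaction stopped at pH 10, fluorescence read, AC50 derived by Hill fit.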
# Lamin A splicing: qHTS Assay for Modulators of Lamin A Splicing. HeLa LMNA splicing GFP/RFP minigene ratio, 48 h. Potency, µM (doses to about 46.1 µM), for inactives: at the top dose ratio change, negative = inhibition, usual class: inhibitors. 0.01% of 200,000 active. AID 1487, 2009; active = well fitted inhibition curve with a large enough effect in the signal ratio, with a control signal flat, not every such curve was filed as active; inconclusive = small, poorly fitted or top-dose-only effect, or effect the other way, or a change in a side signal; the % refers to the signal ratio; also: potency is read from the fitted curve at half-maximal effect; % is scaled to controls: 0 for no effect and ±100 for the full control effect
#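 S3 HeLa stable clones carrying a lamin A-EGFP splicing minigene plus DsRed2 were seeded at 600 cells/well in Opti-MEM with 2% FBS, pin-dosed and incubated 48 h at 37°C. Acumen cytometry (488 nm) gave the GFP/RFP total-intensity ratio.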
# aGlu spleen mod: qHTS Assay for Inhibitors and Activators of Human alpha-Glucosidase From Spleen Homogenate. AID 2112, 2009. Potency, µM (top dose mostly 79.9 µM), without a hit: at the highest dose activity change, negative = inhibition, actives largely listed as inhibitors. Lysosomal alpha-glucosidase (Homo sapiens), P10253. human spleen homogenate, 4-MU-alpha-glucoside fluorescence. 0.006% of 240,000 active;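 also: potency is read from the fitted curve at half-maximal effect; 0% = enzyme with vehicle and -100% = no enzyme basal signal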
#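 Compounds were titrated against alpha-glucosidase in spleen homogenate at pH 5.0, with 1 mM 4-methylumbelliferyl substrate for 40 min at 37 C. Reactions were quenched with pH 10 NaOH/glycine and fluorescence measured.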
# CBFb-RUNX1 inh: qHTS Assay for Compounds Blocking the Interaction Between CBF-beta and RUNX1 for the Treatment of Acute Myeloid Leukemia; 230,000 tested, under 10 active; Potency, µM (highest dose often 59.8 µM), for the others: top-dose activity, negative = inhibition, usual class: inhibitors; AlphaScreen CBFb-His/RUNX1-biotin binding, biochemical; Runt-related transcription factor 1 (Homo sapiens) + Core-binding factor subunit beta …; also: % of control where 0% means no effect
# Target sequence (Q01196 whole entry, looked up): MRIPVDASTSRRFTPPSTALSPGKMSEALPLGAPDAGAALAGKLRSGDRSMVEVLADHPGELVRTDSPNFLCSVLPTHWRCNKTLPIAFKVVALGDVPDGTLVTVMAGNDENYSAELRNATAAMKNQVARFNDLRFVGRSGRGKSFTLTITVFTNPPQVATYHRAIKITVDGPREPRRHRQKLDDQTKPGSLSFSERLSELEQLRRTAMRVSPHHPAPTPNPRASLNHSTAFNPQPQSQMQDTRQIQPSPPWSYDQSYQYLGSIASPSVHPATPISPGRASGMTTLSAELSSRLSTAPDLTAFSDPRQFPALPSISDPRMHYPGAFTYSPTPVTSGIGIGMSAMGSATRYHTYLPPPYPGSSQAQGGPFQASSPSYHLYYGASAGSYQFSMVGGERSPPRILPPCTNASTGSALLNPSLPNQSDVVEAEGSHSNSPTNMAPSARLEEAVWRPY
# Target sequence (Q13951 whole entry, looked up): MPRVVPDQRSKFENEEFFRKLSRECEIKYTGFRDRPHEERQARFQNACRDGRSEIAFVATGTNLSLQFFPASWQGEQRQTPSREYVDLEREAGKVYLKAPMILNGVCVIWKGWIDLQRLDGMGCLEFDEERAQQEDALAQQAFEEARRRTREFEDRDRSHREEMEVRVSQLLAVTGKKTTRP
#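 Bead-based AlphaScreen assay; binding partners His-tagged CBF-beta and biotinylated RUNX1 at 30 nM each. Compound exposure 15 min after a 20-min protein preincubation; bead step 90 min; all steps at room temperature.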
# HTT ATP protect: qHTS Multiplex Assay to Identify Dual Action Probes in a Cell Model of Huntington: Cytoprotection (ATP); PC12 HTT-Q103 induced, cytoprotection, ATP luminescence, 40 h; Potency, µM (highest dose often 56.4 µM), inactives show cytoprotection (ATP increase), actives largely listed as activators; 0.14% of 230,000 active; AID 1471, 2008;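 also: potency is read from the fitted curve at half-maximal effect; % of control where 0% means no effect; nearly all actives have a fitted effect of over 45% in size; toxic huntingtin expression switched on by the ecdysone agonist tebufenozide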
#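 Stable PC12 Q103-GFP cells in serum-supplemented, phenol red-free DMEM; induction by tebufenozide at 100 nM final; compound dose series; cell viability quantified luminescently from ATP.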
# GAA glycogen: qHTS Assay for Inhibitors and Activators of Human alpha-Glucosidase Cleavage of Glycogen; AID 2100, 2009; 0.38% of 300,000 active; recombinant GAA, glycogen substrate, Amplex Red glucose oxidase fluorescence; Potency, µM (titrated, usually from 76.4 µM), for the others: at the top dose activity change, negative = inhibition, hits mostly inhibitors; Lysosomal alpha-glucosidase (Homo sapiens), P10253;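 also: potency is read from the fitted curve at half-maximal effect; 0% = full enzyme reaction and -100% = no-enzyme basal signal; the screen sought inhibitors and activators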
#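 Recombinant human enzyme (4 nM); glycogen substrate; 37 C, 40 min, pH 5.0. Readout: coupled glucose oxidase/Amplex Red fluorescence.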
# * hit, by the source's call; ? = inconclusive; . = not tested or not shown; [ ] = another dose, or the depositor's remark. Unless noted, calls follow the shape of the dose curve; as a rule, active = well fitted curve in the direction sought with a large enough effect; inconclusive = small, poorly fitted or top-dose-only effect, or another doubt; inactive = no such curve, though single readings can be large; an effect the other way counts as inactive or inconclusive.
SMILES,HttQ103 aggreg,GAA inh,Lamin A splicing,aGlu spleen mod,CBFb-RUNX1 inh,HTT ATP protect,GAA glycogen
CCOC(=O)N1CCN(CC(=O)Nc2c(C(=O)OC)[nH]c3cc(C)ccc23)CC1,8%,-5%,-3%,9%,1%,-9%,1%
COc1ccc2cc(CCNC(=O)c3ccc4c(c3)OCO4)c(=O)[nH]c2c1,-17%,-11%,-3%,-12%,16%,-19%,1%
Clc1cccc(/C=N/Nc2nnc(Cl)c3ccccc23)c1,-12%,-1%,1%,-2%,1%,-50%[inhibitor],8%
Cc1ccc(CCNC(=O)C2CCN(S(=O)(=O)c3cccc4nonc34)CC2)cc1,-6%,0%,1%,1%,15%,-15%,1%
CCOC(=O)c1c(-c2ccc(C)o2)csc1NC(=O)COC(=O)c1ccc(NC(N)=O)cc1,?,-1%,-8%,0%,3%,-44%[inhibitor],-8%
CC(C)C(=O)O/N=C(\N)c1ccccn1,-5%,5%,-11%,-5%,-5%,.,8%
COCCNC(C(=O)Nc1cc(Cl)cc(Cl)c1)c1ccccc1 (stereo not drawn),2%,-6%,0%,-3%,7%,1%,4%
CCOC(=O)CNC(=O)CSc1ncnc2c1cnn2Cc1ccccc1,21%,0%,-9%,-3%,?,-14%[0.074 µM],14%
c1coc(Cn2c(SCc3nc4ccccc4[nH]3)nnc2-c2cccs2)c1,-8%,-2%,-9%,3%,-7%,11%[0.074 µM],7%
O=C(O)c1ncn(Cc2ccccc2)c1C(=O)O,4%,?,-1%,4%,1%,7%,11%
O=C(CCCSc1nc2ccccc2c(=O)[nH]1)c1ccccc1,2%,-1%,?,1%,3%,-40%[inhibitor],-4%
CC(=O)n1cc(Nc2ccc([N+](=O)[O-])cc2)c2ccccc21,17%,-9%,-9%[46 µM],-7%,-3%,-8%,-5%
CCNC(=O)/C(=C\c1ccc2c(c1)OCO2)NC(=O)c1ccc(Br)cc1,12%,1%,19%,-12%,0%,15%,2%
Cc1cccn2c(CN(C)CCC3CCCCO3)c(C(=O)N3CCCCC3)nc12 (stereo not drawn),9%,?,.,12%,-7%,-18%,-5%
CC1(C)CC(CC(=O)NC(=S)Nc2ccc([N+](=O)[O-])cc2)C(=O)O1 (stereo not drawn),11%,-5%,15%,-5%,-4%,-10%,6%
Cc1cc(C)n2cc(CSc3nc4ccccc4[nH]3)nc2n1,5%,5%,-12%,-1%,-4%,4%[10 µM],12%
CC(O)C(=O)O (stereo not drawn),5%,.,?,5%,-2%[21.7 µM],-30%,.
COc1cccc(C2c3c(oc4ccc(F)cc4c3=O)C(=O)N2CCCN2CCOCC2)c1 (stereo not drawn),5%,1%,0%,-3%,2%,-4%[10 µM],-2%
COc1ccc(N(C(=O)c2cnccn2)C(C(=O)NC2CCCCC2)c2ccc(O)cc2)cc1 (stereo not drawn),-13%[9.22 µM],-28%,9%[46 µM],3%,0%,-16%[10 µM],-9%
Cc1ccc(S(=O)(=O)N2CCCC2C(=O)OCc2nc3sc(C)c(C)c3c(=O)[nH]2)cc1 (stereo not drawn),?,?,9%,-7%,-11%,15%[10 µM],0%
Cn1cc([N+](=O)[O-])c(C(=O)Nc2cnn(Cc3ccc(F)cc3)c2)n1,?,4%,?,-6%,6%,.,2%
CN(C)c1ccc(-c2nnn(CC(=O)Nc3ccccc3N3CCOCC3)n2)cc1,-29%,?,?,6%,-7%,-10%[10 µM],-19%
C=CCn1c(=NC(=O)c2cccs2)sc2cccc(OC)c21,?,.,.,-2%,?,7%[10 µM],-1%
CCOc1ccc2c(c1)n(CO)c(=S)n2CO,-1%,-4%,-10%,-2%,1%,-61%[inhibitor][10 µM],-3%
Cc1ccc(C2C3=C(CCCC3=O)OC3=C2C(=O)CCC3)cc1,-10%,-3%,-7%,-6%,3%,-12%[10 µM],-8%
Cc1ccc(C2CC(=O)NC3=C2C(=O)CCC3)cc1Br (stereo not drawn),-2%,4%,-5%,-7%,3%,-21%,-1%
CCOC(=O)C1=C(c2ccccc2)c2ccc(OC)cc2N(S(=O)(=O)C(F)(F)F)C1C(=O)OCC (stereo not drawn),.,.,.,-17%,?,-11%[40.3 µM],.
CCOC(=O)C1(Cc2cccc(F)c2)CCN(C(=O)C2CCC2)CC1,-3%[9.22 µM],7%,?,4%,-6%,0%[10 µM],15%
CCOC(=O)c1ccccc1NC(=O)c1ccc2c(=O)n3c(nc2c1)CCCCC3,-23%,?,?,2%,4%,-5%[10 µM],2%
CCCc1nc2cc(CC(=O)OC)ccc2o1,-1%,4%,2%,-7%,-1%,-11%,9%
CCOC(=O)c1c(-c2cccs2)csc1NC(C)=O,-14%,-1%,1%,1%,17%,3%[1.9 µM],-3%
CCCCCn1c(=O)[nH]c2cc(C(=O)NCCCN3CCC(C)CC3)ccc2c1=O,11%,?,9%,0%,5%,-41%[inhibitor],-4%
CC1=NC(C)(C)Cc2cc(C)c(C)cc21,4%[9.22 µM],5%,-1%[46 µM],6%,6%,6%[10 µM],-4%
CCN(CC)CCN1C(=O)C(=O)/C(=C(/O)c2c(C)[nH]c(C(=O)OC)c2C)C1c1ccc(OC)cc1 (stereo not drawn),6%,-2%,1%,-8%,-7%,-8%,-2%
Cc1ccc(Nc2n[nH]c(C)c2[N+](=O)[O-])cc1C,3%,0%,-11%,-6%,-2%,-11%[10 µM],-1%
COc1ccc(OC)c(Nc2nc(NCCC(C)C)nc(N)c2[N+](=O)[O-])c1,15%[9.22 µM],.,.,1%,0%,37%[10 µM],-1%
Cc1ccc(-c2nc(=S)c3c(n2Cc2cccnc2)CC(C)(C)OC3)cc1,19%[9.22 µM],.,.,9%,1%,19%[10 µM],6%
CCN(CC)CC(O)c1cccn1-c1ccc(CNC(=O)NC(C)C)cc1 (stereo not drawn),3%[9.22 µM],.,.,8%,4%,16%[10 µM],14%
CSc1nccc(-c2sc(SC)c(C#N)c2-c2ccccc2)n1,35%[9.22 µM],.,.,1%,4%,4%[10 µM],-9%
CCOc1ccc(-c2nnc3ccc(SCc4ccc(C(=O)OC)o4)nn23)cc1,-16%,?,2%,5%,-21%,-18%,17%
CCN(CC)C(=O)c1sc(NC(=O)c2ccc(OC)c([N+](=O)[O-])c2)c(C#N)c1C,-18%,-3%,-13%,-8%,9%,2%[10 µM],13%
CCCc1c(C(=O)Nc2ccc(C(F)(F)F)cc2)cnn1-c1ccccc1,2%[9.22 µM],.,.,-25%,11%,-3%[10 µM],-6%
Cn1c(Cc2ccccc2)nnc1SCCC(=O)Nc1ccccc1,2%,0%,20%,0%,0%,3%[0.074 µM],11%
COc1ccc(NS(=O)(=O)c2cccc(C(=O)NNC(=O)NCCCl)c2)cc1,9%,6%,.,-10%,-8%,-8%[10 µM],6%
CCCc1[nH]nc2c1C1(CCN(C(=O)OCc3ccccc3)CC1)C(C#N)=C(N)O2,23%,4%,6%,-5%,5%,-33%,-10%
Cc1cc(Cl)ccc1OCC(=O)NNC(=O)C1CCCO1 (stereo not drawn),-10%,2%,.,0%,1%,-32%[inhibitor],2%
CCn1c(COc2c(C)cccc2C)nnc1SCC(=O)N1CCN(c2ccccc2)CC1,-21%,-8%,?,-4%,2%,5%,-13%
O=C(N/N=C/c1cc(Br)c(Br)o1)C(O)c1ccccc1 (stereo not drawn),13%,7%,-6%,6%,?,4%[10 µM],-1%
O=C(NC(=S)Nc1ccccc1)c1cc(-c2ccccc2)nc2ccccc12,5%,-3%,-31%,-1%,-5%,23%,-7%
O=C(N/C=N/OCc1ccc(Cl)cc1Cl)NOCc1c(Cl)cccc1Cl,?,2%,?,-4%,5%,-15%,12%
COc1ccc(CSCCc2n[nH]c(=S)n2-c2ccccc2)cc1,-7%,11%,.,-2%,-5%,4%[10 µM],-21%
CCC1(CC)N([O-])C(C)=C(c2ccccc2)[N+]1=O,3%,1%,7%,5%,-3%,-23%,3%
CC(C)CC(=O)N1CCN(C(=O)c2ccco2)CC1,1%,1%,25%[46 µM],-4%,2%,-18%,2%
O=C(NC1(C(F)(F)F)NC(=O)N(CC2CCCCC2)C1=O)c1ccco1 (stereo not drawn),9%,1%,1%,-1%,10%,9%[0.074 µM],16%
O=C(c1cccc(F)c1)N1CCN(Cc2c[nH]c3ccccc23)CC1,-23%,4%,4%[0.0737 µM],-5%,2%,-17%,1%

# In the list so far, these have fluorine:
SMILES,HttQ103 aggreg,GAA inh,Lamin A splicing,aGlu spleen mod,CBFb-RUNX1 inh,HTT ATP protect,GAA glycogen
COc1cccc(C2c3c(oc4ccc(F)cc4c3=O)C(=O)N2CCCN2CCOCC2)c1 (stereo not drawn),5%,1%,0%,-3%,2%,-4%[10 µM],-2%
Cn1cc([N+](=O)[O-])c(C(=O)Nc2cnn(Cc3ccc(F)cc3)c2)n1,?,4%,?,-6%,6%,.,2%
CCOC(=O)C1=C(c2ccccc2)c2ccc(OC)cc2N(S(=O)(=O)C(F)(F)F)C1C(=O)OCC (stereo not drawn),.,.,.,-17%,?,-11%[40.3 µM],.
CCOC(=O)C1(Cc2cccc(F)c2)CCN(C(=O)C2CCC2)CC1,-3%[9.22 µM],7%,?,4%,-6%,0%[10 µM],15%
CCCc1c(C(=O)Nc2ccc(C(F)(F)F)cc2)cnn1-c1ccccc1,2%[9.22 µM],.,.,-25%,11%,-3%[10 µM],-6%
O=C(NC1(C(F)(F)F)NC(=O)N(CC2CCCCC2)C1=O)c1ccco1 (stereo not drawn),9%,1%,1%,-1%,10%,9%[0.074 µM],16%
O=C(c1cccc(F)c1)N1CCN(Cc2c[nH]c3ccccc23)CC1,-23%,4%,4%[0.0737 µM],-5%,2%,-17%,1%

# Compounds were not picked by outcome (roughly 1.5% active in at least one column).
